Compound activity (PubChem BioAssay)
HepG2 viability: qHTS for Inhibitors of TGF-b: Cytotox Counterscreen. HepG2 CAGA-GFP viability, ATP luminescence, 18 h. Potency, µM (doses to about 46.1 µM), for inactives: at the top dose activity change, negative = cytotoxicity, actives largely listed as cytotoxic. hit rate 0.76% among 410,000. AID 588856, 2011; note: some results filed as inactive show a strong effect at the top dose
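CellTiter-Glo luminescence gave cytotoxicity after 18 hours at 37 degrees C. The cells were HepG2 CAGA-GFP in 1% FBS DMEM, stimulated with 500 pg/mL TGF-beta after compound addition. %Activity was normalised to no-cell wells (complete cell-killing) and DMSO (no toxicity), and curves were fitted and classified.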
ATXN2 expr inh: Primary qHTS for Inhibitors of ATXN expression; HEK-293 ATXN2-luciferase reporter, luminescence, 24 h; Potency, µM (doses to about 57 µM), for inactives: at the top dose activity change, negative = inhibition, actives largely listed as inhibitors; hit rate 0.72% among 360,000; note: % is set by controls: 0 for no effect and ±100 for the full control effect; nearly all actives have a fitted effect of over 55% in size
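ATXN2-luciferase reporter cells (luciferase flanked by upstream and downstream ATXN2 gene portions) were treated 24 h at 37 °C with compounds at up to 57 uM. SteadyGlo luminescence gave expression; GF-AFC fluorescence gave viability.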
TGFb SMAD3 inh: qHTS for Inhibitors of TGF-b; HepG2 CAGA-GFP TGF-b/SMAD3 reporter, GFP fluorescence, 18 h; TGF-beta stimulated, 500 pg/mL final; Potency, µM (titrated, usually from 46.1 µM), for the others: at the top dose activity, negative = inhibition, hits mostly inhibitors; hit rate 1.2% among 410,000; note: % is set by controls: 0 for no effect and ±100 for the full control effect; nearly all actives have a fitted effect of over 65% in size
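HEPG2 CAGA-GFP cells (1000/well, DMEM with 1% FBS) were pre-incubated 2 h at 37 degrees C, given compound by pin tool, then stimulated with TGF-beta at 500 pg/mL final for 18 h before per-cell GFP fluorescence imaging.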
EPAC2 antagonist: qHTS for Antagonist of cAMP-regulated guanine nucleotide exchange factor 2 (EPAC2): primary screen | EPAC2 GEF exchange of Rap1B-BODIPY-GDP, fluorescence | Potency, µM (series often up to 114 µM), inactives show top-dose activity, negative = inhibition, most hits filed as inhibitors | AID 720708, 2013 | hit rate 0.18% among 360,000 | Rap guanine nucleotide exchange factor 4 (Homo sapiens), Q8WZA2; note: % is set by controls: 0 for no effect and ±100 for the full control effect; nearly all actives have a fitted effect of over 45% in size; many of its hits are not listed in these tables
Target sequence (Q8WZA2 whole entry, looked up): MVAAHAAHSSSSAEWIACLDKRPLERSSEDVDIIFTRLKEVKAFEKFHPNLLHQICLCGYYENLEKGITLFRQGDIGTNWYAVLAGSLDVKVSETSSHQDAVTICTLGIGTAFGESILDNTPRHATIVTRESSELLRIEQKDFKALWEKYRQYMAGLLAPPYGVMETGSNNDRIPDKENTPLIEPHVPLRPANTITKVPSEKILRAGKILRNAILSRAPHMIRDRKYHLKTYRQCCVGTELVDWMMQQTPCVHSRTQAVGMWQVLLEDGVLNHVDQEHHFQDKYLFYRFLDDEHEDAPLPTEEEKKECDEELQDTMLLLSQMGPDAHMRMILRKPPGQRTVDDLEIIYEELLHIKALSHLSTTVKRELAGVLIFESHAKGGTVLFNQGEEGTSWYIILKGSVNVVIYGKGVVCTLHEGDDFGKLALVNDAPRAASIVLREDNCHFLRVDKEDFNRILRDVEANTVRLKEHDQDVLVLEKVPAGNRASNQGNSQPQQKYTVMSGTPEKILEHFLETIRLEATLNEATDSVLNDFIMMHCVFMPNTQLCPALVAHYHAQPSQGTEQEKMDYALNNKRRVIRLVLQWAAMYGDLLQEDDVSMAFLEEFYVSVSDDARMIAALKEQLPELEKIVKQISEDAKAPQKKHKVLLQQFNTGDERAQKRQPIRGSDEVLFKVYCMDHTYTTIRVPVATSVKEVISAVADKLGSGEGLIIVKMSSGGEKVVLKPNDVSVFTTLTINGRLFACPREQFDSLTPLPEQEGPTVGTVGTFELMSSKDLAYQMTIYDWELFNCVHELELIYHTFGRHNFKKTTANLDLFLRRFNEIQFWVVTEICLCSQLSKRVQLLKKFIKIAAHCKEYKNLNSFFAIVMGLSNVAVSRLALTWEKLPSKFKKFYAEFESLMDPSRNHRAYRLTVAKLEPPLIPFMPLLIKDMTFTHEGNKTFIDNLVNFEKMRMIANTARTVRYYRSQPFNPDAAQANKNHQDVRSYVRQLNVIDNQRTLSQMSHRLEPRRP
ATXN viability: Viability Counterscreen for Primary qHTS for Inhibitors of ATXN expression. S2 cells (HEK-293 line with an ATXN2-luciferase reporter) viability, CellTiter-Fluor protease fluorescence, 24 h. Potency, µM (doses to about 56.7 µM), most hits filed as cytotoxic. hit rate 0.49% among 400,000; note: nearly all actives have a fitted effect of over 40% in size
A549 tox: Nrf2 qHTS screen for inhibitors: counterscreen for cytotoxicity; A549 ARE-Fluc cells, CellTiter-Fluor viability, 18-24 h; Potency, µM (titrated, usually from 46 µM), inactives show at the top dose activity change, negative = cytotoxicity, usual class: inhibitors; hit rate 0.16% among 390,000; note: % is set by controls: 0 for no effect and ±100 for the full control effect
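A549 ARE-Fluc cells in 5% FBS OPTI-MEM, 5000 cells/well, rested 2 h then exposed to compounds in concentration-response for 18-24 h at 37 °C. Viability by CellTiter-Fluor fluorescence (Ex 405/Em 525) after 30 min; luciferase luminescence (BugLite, 15 min, RT) read afterwards.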
Nrf2 activator: qHTS of Nrf2 Activators; Potency, µM (titrated, usually from 46.1 µM), for inactives: at the top dose activation, most hits filed as activators; hit rate 0.31% among 410,000; AREc32 ARE-luciferase reporter (MCF7-derived line), luminescence, 24 h; AID 624171, 2012; note: % of control where 0% means no effect; nearly all actives have a fitted effect of over 65% in size
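Nrf2 activation is followed as ARE-luciferase induction in the AREc32 line after one day of compound treatment; luminescence is read with Steady-Glo.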
Nrf2 inh: Nrf2 qHTS screen for inhibitors; A549 ARE-Fluc reporter, luciferase luminescence, 18-24 h; Potency, µM (series often up to 46 µM), inactives show at the highest dose activity change, negative = inhibition, most hits filed as inhibitors; hit rate 2.1% among 360,000; AID 504444, 2011; note: % is set by controls: 0 for no effect and ±100 for the full control effect; nearly all actives have a fitted effect of over 60% in size
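In this cell-based qHTS, ARE-driven firefly luciferase in A549 cells reports Nrf2 activity; the luminescent signal after BugLite lysis is the measured value, with a prior CellTiter-Fluor read for cell health.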
MCF10A rerep: A quantitative high throughput screen for small molecules that induce DNA re-replication in MCF 10a normal breast cells; MCF 10A DNA re-replication, Hoechst nuclear intensity, 48 h; Potency, µM (top dose mostly 46.1 µM), for inactives: top-dose activity, positive = re-replication, most hits filed as activators; hit rate 2.9% among 350,000; AID 624296, 2012; note: % of control where 0% means no effect; nearly all actives have a fitted effect of over 50% in size
* marks the source's active call; other numbers are inactive results; i = inactive; ? = inconclusive; . = not tested or not shown; & = joins results of further samples; [ ] = another dose, or the depositor's remark. Calls come from the whole dose curve; as a rule, active = well fitted curve in the direction sought with a large enough effect; inconclusive = small, poorly fitted or top-dose-only effect, or another doubt; inactive = no such curve, though single readings can be large; an effect the other way counts as inactive or inconclusive. Potency is the fitted concentration of half-maximal effect. Some of the compounds tested, so the mix of outcomes need not match the whole.

Start of the data: the first 10 entries as a preview:
SMILES	HepG2 viability	ATXN2 expr inh	TGFb SMAD3 inh	EPAC2 antagonist	ATXN viability	A549 tox	Nrf2 activator	Nrf2 inh	MCF10A rerep
CC(Sc1nc2ccccc2s1)C(=O)Nc1ccc2c(c1)OCO2 (stereo not drawn)	21%	-7%	9%	4%	i	0%	0.8%	-9%	?
COc1ccc(S(=O)(=O)N2CCCCC2)cc1Br	-12%	-9%	?	-9%	i	10%	0.4%	-5%	18%
CCCNC(=O)c1nc(C)n(-c2ccc([N+](=O)[O-])cc2)n1	2%	1%[11.3 µM]	7%	3%	i	1%	-0.4%	11%	0%
CCOc1ccccc1NC(=O)Nc1ccccn1	-30%	4%	-15%	11%	i	5%	6.7%	?	1%
CCN1CCN(C(=O)c2c(C)nn(-c3ccc(F)cc3)c2-n2cccc2)CC1	-24%	2%	2%	.	i	-1%	-0.6%	23%	.
Cc1ccc(OCc2cc(C(=O)N(C)CCc3ccccn3)no2)cn1	-2%	-10%	-26%	-1%	i	0%	2.8%	8%	-2%
O=C(CN(Cc1ccccc1F)S(=O)(=O)c1ccc(Cl)cc1)NCCC1=CCCCC1	2%	-8%	-10%	0%	i	?	-0.6%	?	?
CCCS(=O)(=O)N1CCCC(C(=O)NCC(OC)OC)C1 (stereo not drawn)	12%	.	-5%	9%	i	2%	-0.8%	-14%	-1%
CN(C)/C=C(\C#N)C(=O)N/N=C/c1ccc(Cl)cc1	0%	.	2%	26%	i	?	3.2%	?	-1%
Cc1nnc(SCC(=O)N2CCN(S(=O)(=O)c3ccccc3)CC2)[nH]c1=O	7%	7%	-6%	20%	i	-1%	-0.4%	-3%	1%

All compounds of this part, from the first entry:
SMILES	HepG2 viability	ATXN2 expr inh	TGFb SMAD3 inh	EPAC2 antagonist	ATXN viability	A549 tox	Nrf2 activator	Nrf2 inh	MCF10A rerep
CC(Sc1nc2ccccc2s1)C(=O)Nc1ccc2c(c1)OCO2 (stereo not drawn)	21%	-7%	9%	4%	i	0%	0.8%	-9%	?
COc1ccc(S(=O)(=O)N2CCCCC2)cc1Br	-12%	-9%	?	-9%	i	10%	0.4%	-5%	18%
CCCNC(=O)c1nc(C)n(-c2ccc([N+](=O)[O-])cc2)n1	2%	1%[11.3 µM]	7%	3%	i	1%	-0.4%	11%	0%
CCOc1ccccc1NC(=O)Nc1ccccn1	-30%	4%	-15%	11%	i	5%	6.7%	?	1%
CCN1CCN(C(=O)c2c(C)nn(-c3ccc(F)cc3)c2-n2cccc2)CC1	-24%	2%	2%	.	i	-1%	-0.6%	23%	.
Cc1ccc(OCc2cc(C(=O)N(C)CCc3ccccn3)no2)cn1	-2%	-10%	-26%	-1%	i	0%	2.8%	8%	-2%
O=C(CN(Cc1ccccc1F)S(=O)(=O)c1ccc(Cl)cc1)NCCC1=CCCCC1	2%	-8%	-10%	0%	i	?	-0.6%	?	?
CCCS(=O)(=O)N1CCCC(C(=O)NCC(OC)OC)C1 (stereo not drawn)	12%	.	-5%	9%	i	2%	-0.8%	-14%	-1%
CN(C)/C=C(\C#N)C(=O)N/N=C/c1ccc(Cl)cc1	0%	.	2%	26%	i	?	3.2%	?	-1%
Cc1nnc(SCC(=O)N2CCN(S(=O)(=O)c3ccccc3)CC2)[nH]c1=O	7%	7%	-6%	20%	i	-1%	-0.4%	-3%	1%
Cc1cc(Oc2c(C(F)(F)F)oc3c(CN4CCC(C)CC4)c(O)ccc3c2=O)cc(C)c1Cl	-14%	2%	5%	.	i	0%	-0.4%	0%	.
Cc1ccc(-c2nc(CSCC(=O)NCCCN3CCOCC3)c(C)o2)cc1	-14%	.	1%	8%	.	-3%	0.2%	27%	2%
O=C(COC(=O)/C=C/c1cc(Br)ccc1F)NC1CC1	-9%	8%	-9%	-6%	i	0%	12%	-9%	-1%
CCOC(=O)c1sc2ccccc2c1S(=O)(=O)Nc1cc(OC)ccc1OC	-17%	-1%	-25%	.	i	-4%	3.6%	-9%	.
CC(=O)Oc1c(C(=O)c2nnc(C)o2)c(=O)n(Cc2ccccc2)c2ccccc12	-25%	-9%	?	-8%	i	?	-0.1%	-22%	?
CCOc1cc(CN2CCSCC2)ccc1O	-6%	3%	-16%	-6%	i	15%	-0.1%	-18%	0%
COc1cccc(CSc2nc(N)cc(N)n2)c1	3%	4%	-1%	14%	i	3%	-0.4%[9.22 µM]	8%	-8%
COc1ccc(Nc2c(CC(C)C)nc3nc(C)cc(C)n23)cc1	.	-7%	.	-23%	i	.	1.0%	.	.
O=C1CC(C(=O)N2CCOCC2)C2(CCCCC2)O1 (stereo not drawn)	2%	4%	18%	3%	i	4%	0.3%	5%	0%
COc1ccc(Cn2c(=O)c3[nH]cnc3n(-c3ccc(C)cc3)c2=O)cc1	-19%	.	-13%	0%	?	-9%	-0.4%	-30%	1%
O=C(Nc1ccc(F)cc1)c1ccc(COc2ccccc2)cc1	0%	1%	8%	6%	i	5%	0.1%	10%	10%
CCn1c(CSc2nc3ccccc3[nH]2)n[nH]c1=S	12%	10%	-11%	-1%	i	11%	-0.4%	13%	0%
COC(=O)c1c(=O)n(O)c2ccc(OC)cc2[n+]1[O-]	-1%	-3%	5%	7%	i	-3%	-0.4%	9%	7%
C[C@H](CO)N1C[C@H](C)[C@@H](CN(C)Cc2ccncc2)Oc2ncc(Br)cc2C1=O	4%	5%	17%	3%	?	.	-0.8%	.	.
COC(=O)C1=C(C)NC2=C(C(=O)CCC2)C1c1cn(Cc2ccc(Cl)cc2Cl)nc1-c1ccccc1 (stereo not drawn)	4%	-28%	?	-6%	i	?	-0.6%	26µM*	?
Cn1c(CSCc2ccc(Cl)c(Cl)c2)nnc1SCC(=O)Nc1nccs1	-9%	-9%	?	-5%	i	5%	1.6%	-18%	?
C[C@H](CO)N1C[C@H](C)[C@@H](CN(C)S(C)(=O)=O)Oc2ccc(NC(=O)CCC(F)(F)F)cc2C1=O	-8%	0%	3%	6%	i	2%	0.2%	5%	13%
Cc1nc2ccccc2c2oc(C(=O)NCC3COc4ccccc4O3)cc12 (stereo not drawn)	-43%	?	?	-5%	.	-24%	-0.7%	16µM*	1%
COC(=O)C1CCN(C(=O)Cc2ccc(OC)c(OC)c2)CC1	10%	2%	24%	6%	i	0%	-0.6%	-10%	-5%
C=CCOc1ccccc1/C=c1\sc2nc(=O)c(C)nn2c1=O	-32%	2%	-16%	14%	i	-10%[1.84 µM]	0.0%	2%	30%
Cc1ccc(C)c(C(=O)COC(=O)CN2C(=O)C3C4CCC(C4)C3C2=O)c1 (stereo not drawn)	1%	-9%	3%	-7%	i	1%	-0.2%	1%	5%
OC(c1ccc(F)cc1)C(CN1CCOCC1)c1ccccc1 (stereo not drawn)	0%	-12%	3%	1%	?	-3%	0.3%	-9%	?
COC(=O)c1cc(C)nc2c1c(=O)nc(SCc1cc(C)ccc1C)n2C1CC1	0%	.	-6%	.	.	13%	-1.4%	.	.
CCC(C)NCCOc1cc(C)cc(C)c1C (stereo not drawn)	-1%	.	1%	6%	i	-1%	-0.8%	8%	-7%
CC(C)(C)c1oc(C(=O)O)cc1CN1CCOCC1	3%	40%[activator]	-17%	4%	i	-1%	0.1%	5%	-6%
Cc1ccc([C@@H]2CC=C(C(=O)O)[C@H](c3ccccc3)N2S(=O)(=O)c2ccc(C)cc2)cc1	1%	?	8%	5%	?	-19%	-0.9%	7%	1%
CCCCCCCCN1[C@@H](CC(=O)OC)c2cc(F)ccc2S1(=O)=O	-5%&-30%	-8%	?	?	i	-2%	14%	10%	8%
O=C(c1ccc(-c2nnc(Nc3ccccc3)c3ccccc23)cc1)N1C[C@H]2C[C@H](C1)c1cccc(=O)n1C2	-5%	-15%	14%	2%	i	-2%	-0.2%	.	3%
CCOC(=O)c1[nH]c2ccccc2c1NC(=O)c1ccc(Br)o1	-32%	-4%	-14%	-7%	i	?	4.4%	?	0%
O=C(CN1C(=O)/C(=C/c2ccccc2)SC1=S)NC1CCS(=O)(=O)C1 (stereo not drawn)	-2%	.	-1%	-3%	i	1%	3.6%	6%	-8%
Cc1ccc(OCC(=O)N2CCN(c3nnc(-c4ccccc4)c4ccccc34)CC2)cc1	-21%	?	-7%	-11%	i	?	3.2%	?	?
CCC(=O)c1cn(CC(=O)Nc2ccc(F)cc2)c2ccccc12	-30%	.	4%	17%	i	.	0.3%	.	.
CCOc1ccc(NS(=O)(=O)c2ccc3[nH]cc(C(=O)N(CC)CC)c(=O)c3c2)cc1	1%	2%	-16%	13%	i	-1%	-0.7%	0%	-1%
COc1ccc(OC)c(-n2nnnc2SCC(=O)O)c1	4%	2%	20%	6%	i	-8%	-0.5%	1%	5%
O=C1NC(=S)N/C1=C/c1cc2c(cc1[N+](=O)[O-])OCO2	0%	.	?	26%	i	-6%	?	?	0%
CCn1c(SCc2ccccc2)nnc1-c1cccs1	-21%	-5%	-23%	-11%	i	5%	-0.2%	?	-1%
